D2 antag: D2 dopamine receptor (human) antagonism | P14416 | HEK293 TREx D2 cells, calcium flux, dopamine EC80 | inhibition, % at 10 µM | 340,000 compounds, 2% hits | AID 485344; in the data active = inhibition above about 30%; also: 0% is about no effect
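Antagonism is scored as inhibition of an EC80 dopamine-evoked calcium signal in a force-coupled, tetracycline-inducible HEK293 T-REx D2 line, with compound present 180 s before agonist.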
D1 potentiator: enhances dopamine response at the human D1 receptor; 360,000 compounds, 0.036% hits; P21728; HEK293 TREx D1 cells, calcium flux, dopamine EC20 potentiation; potentiation, % at 10 µM; AID 504651; in the data active = potentiation above about 30%; also: 0% is about no effect
TRHR agonist: TRH receptor (human) agonism | P34981 | AID 493084 | TRHR cells, calcium flux fluo-8, FDSS agonist mode | activation, % at 2 µM | 360,000 compounds, 0.18% hits; also: 0% is about no effect
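TRHR-expressing cells, plated overnight in medium with 10% serum, were loaded with fluo-8 calcium dye at room temperature. After a 10 s baseline, library compound was pin-added and calcium release was recorded kinetically (ex 480/em 530) as agonist response.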
D1 agonist: human D1 receptor agonism; AID 504660; HEK293 T-REx D1 cells, calcium flux, agonist mode; activation, % at 2 µM; 360,000 compounds, 1% hits; also: 0% is about no effect
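Inducible HEK293 T-REx D1 cells, force-coupled to calcium signalling, were plated at 4000 cells/well with tetracycline and held overnight at 30 C. After no-wash calcium dye loading, compound-evoked calcium rise over 180 s flagged agonists.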
D2 ag: agonists of human D2 dopamine receptor; P14416; HEK293 T-REx D2 cells, calcium flux agonist mode; activation, % at 2 µM; 340,000 compounds, 0.53% hits;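 active = activation over 3 SD above normal in the single-dose calcium agonist read, cut at about 30% in these data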; also: 0% is about no effect
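Calcium-flux readout, 1 cycle/sec over 180 s following compound pin transfer, in inducible HEK293 Trex D2 cells (force-coupled); dopamine controls included. Positive calcium responses during this window marked compounds as potential agonists.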
TRHR PAM: allosterically enhances the human TRH receptor. TRHR cells, fluo-8 calcium fluorescence, EC20 TRH enhancement. enhancement, % at 2 µM. AID 493056. 360,000 compounds, 0.66% hits; in the data active = enhancement above about 30%; also: 0% is about no effect
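Enhancer read-out: after compound pinning and an initial kinetic agonist-mode read, an EC20 of TRH (10 nM final) was injected and fluo-8 calcium signal (Ex 480/Em 530) followed at 1 s/cycle for 100 cycles in TRHR-expressing cells.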
D2 PAM: positive allosteric modulators of human D2 dopamine receptor | HEK293 T-REx D2, calcium flux, EC20 dopamine potentiation | potentiation, % at 10 µM | 340,000 compounds, 0.34% hits | AID 485347;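 active = potentiation over 3 SD above the plate norm, cut at about 30% in these data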; also: 0% is about no effect
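Calcium flux readout, no-wash dye, 1 read/s. Inducible HEK293 Trex D2 line, overnight 30 C. Compound alone 180 s (agonist flags), then EC20 dopamine, another 180 s to score potentiation.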
D1 antagonist: blocks dopamine activation of the human D1 receptor | P21728 | HEK293 TREx D1 cells, calcium flux, dopamine EC80; stronger effect = lower value | activity change, negative = inhibition, % at 10 µM | 360,000 compounds, 3.2% hits | AID 504652; in the data active = activity change below about -30%; also: % is scaled to controls: 0 for no effect and ±100 for the full control effect
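Tetracycline-induced HEK293 T-REx cells with force-coupled D1 receptor were loaded with a no-wash calcium dye. Compound was added after a 10 s baseline and read kinetically for 180 s; EC80 dopamine was then added and calcium flux followed another 180 s.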
RXFP1 antagonist: antagonists of human relaxin receptor RXFP1 | 350,000 compounds, 0.59% hits | AID 1259400 | HEK293-RXFP1, relaxin-stimulated cAMP HTRF, 30 min; stronger effect = lower value | activity change, negative = inhibition, % at 57.5 µM;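 active = activity change of -60% or lower, but not beyond a set lower limit; inconclusive = change between -60% and -40%, or beyond the set limit; inactive = change above -40%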; also: % is scaled to controls: 0 for no effect and ±100 for the full control effect
Target sequence (Q9HBX9 whole entry, looked up): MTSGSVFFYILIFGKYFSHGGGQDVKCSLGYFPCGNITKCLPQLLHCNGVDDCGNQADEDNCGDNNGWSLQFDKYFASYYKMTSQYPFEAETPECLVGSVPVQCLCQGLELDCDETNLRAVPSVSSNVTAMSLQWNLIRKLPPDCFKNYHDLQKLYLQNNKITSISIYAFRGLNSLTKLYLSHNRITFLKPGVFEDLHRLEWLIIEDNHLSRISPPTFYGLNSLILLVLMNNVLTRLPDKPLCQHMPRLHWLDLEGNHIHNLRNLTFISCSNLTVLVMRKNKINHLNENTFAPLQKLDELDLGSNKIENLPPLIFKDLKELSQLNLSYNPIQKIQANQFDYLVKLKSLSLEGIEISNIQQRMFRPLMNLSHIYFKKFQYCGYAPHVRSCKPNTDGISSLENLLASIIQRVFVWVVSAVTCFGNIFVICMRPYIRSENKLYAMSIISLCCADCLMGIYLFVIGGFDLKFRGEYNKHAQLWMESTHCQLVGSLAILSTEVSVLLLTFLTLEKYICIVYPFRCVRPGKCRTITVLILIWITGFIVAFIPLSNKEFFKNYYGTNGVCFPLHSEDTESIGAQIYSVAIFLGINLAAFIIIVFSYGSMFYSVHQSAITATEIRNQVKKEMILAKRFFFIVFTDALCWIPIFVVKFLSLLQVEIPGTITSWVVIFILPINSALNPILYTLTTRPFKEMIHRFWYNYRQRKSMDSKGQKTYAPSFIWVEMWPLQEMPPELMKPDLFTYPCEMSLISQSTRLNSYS
Active calls of the source: *; ? = inconclusive; . = not tested or not shown; & = joins results of further samples. Rule as the data show it, unless noted: active = activation above about 30%; inactive = the rest. Random draw from the library, and some 7.3% of all compounds hit somewhere here.

SMILES	D2 antag	D1 potentiator	TRHR agonist	D1 agonist	D2 ag	TRHR PAM	D2 PAM	D1 antagonist	RXFP1 antagonist
CCCCN(CCCC)Cc1ccc(N)cc1	2	0	1.0	3	1.6	-6	.	4	-21
CCOc1ccc(S(=O)(=O)N2CCOCC2)cc1NC(=O)CCOc1ccc(C(C)(C)C)cc1	7	-6	0.3	2	0.6	-7	-1	-7	-8
O=S(=O)(NCc1ccccc1)c1ccc(Cl)cc1	3	-1	-1.4	3	0.6	-7	10	2	6
COc1ccccc1C1CCN(Cc2ccc(C)cc2)CC1	95*	-4	-1.8	2	-1.0	20	-27	16	-9
COc1ccc(N2C(=O)NC(NC(=O)c3cccnc3)(C(F)(F)F)C2=O)cc1 (stereo not drawn)	-8	2	-0.2	2	0.2	5	3	5	-10
Fc1ccc(COc2ccccc2-c2ccnc3ncnn23)cc1	7	0	0.6	3	-0.8	13	-1	-26	1
CC(=O)Nc1ccc(-c2csc(NC(=O)C3CSC4(C)CCC(=O)N34)n2)cc1 (stereo not drawn)	-9	-3	-0.1	0	0.7	-7	11	15	-11
COCCNc1nc(C(C)(C)C)nc2c1nnn2Cc1ccccc1Cl	-2	1	1.7	5	2.1	4	23	26	-22
Cc1cc(NC(=O)NCc2ccccc2)c(=O)n(Cc2ccccc2F)c1	-7	6	-0.7	3	0.0	-5	-1	27	6
COc1ccc(S(=O)(=O)NC(N)=NCCc2ccc(OC)c(OC)c2)cc1	-5	0	0.1	3	0.7	3	6	12	.
O=C(COC(=O)/C=C/c1ccccc1)NC1CCCCCC1	-12	-10	-0.2	1	0.3	-4	-10	-1	-9
O=S(=O)(NCC(c1ccco1)N1CCOCC1)c1ccc(Cl)cc1 (stereo not drawn)	-6	1&-4	0.1&-1.2	0&1	-4.1&-0.7	-1&1	-9&4	-9	-10
COc1cccc(NC(=O)Nc2nnc(CC(=O)Nc3ccccc3)s2)c1	-7	-7	0.3	1	0.4	-5	-2	-20	3
NCCN1C(=O)S/C(=C\c2ccc3c(c2)OCO3)C1=O	-3	2	0.1	5	0.7	-7	-7	9	-12
O=c1[nH]nc(CNc2ccc(OC(F)(F)F)cc2)c2ccccc12	11	-7	-0.3	4	-0.1	-7	0	-4	0
COc1ccccc1NS(=O)(=O)c1cccc(C(=O)N/N=C/c2ccccc2OCC(=O)O)c1	-1	4	0.2	4	-0.1	3	-2	11	8
CC1CCN(CC(=O)Nc2ccc(N3CCCCCC3)cc2)CC1	-3	-1	1.3	8	0.1	2	2	10	-30
Nc1c2c(nc3ccccc13)CCCC2=O	-1	5	0.5	1	2.0	0	-1	-10	10
COc1ccc(C(=O)Nc2oc(-c3ccccc3)c(-c3ccccc3)c2C#N)cc1	6	-3	-0.5	1	0.1	0	5	3	4
COC(=O)c1ccc(NS(=O)(=O)c2ccc3[nH]c4c(c3c2)CCCCC4)cc1	.	4	-0.9	6	0.1	11	-17	3	.
Cc1cc(C)c2c(-n3cccc3)c(C(=O)NCCCN3CCCCC3)sc2n1	.	-1	-0.8	0	11	0	-5	-6	-26
COC(=O)c1sc(S(=O)(=O)N2CCN(c3ccccc3)CC2)c(C(=O)OC)c1C	1	-3	-0.2	1	0.5	-1	-1	-18	7
CC(C)(C)c1ccc(S(=O)(=O)N2CCSC2)cc1	14	-4	0.0	4	1.5	-9	5	-1	-18
CCN(CC)S(=O)(=O)c1ccc(N2CCOCC2)c(NC(=O)Cc2ccc(Cl)cc2)c1	-3	-1	0.7	3	1.2	1	1	-5	-5
O=C(NNC(=O)C12CC3CC(CC(C3)C1)C2)c1ccccc1[N+](=O)[O-]	11	-6	1.0	1	0.4	5	1	-3	-26
CCOC(=O)c1ccc(NC(=O)c2ccc3c(c2)C(=O)N(Cc2cccnc2)C3=O)cc1	2	-7	1.1	12	0.8	-3	5	-25	-13
CNC(=O)c1cc(S(=O)(=O)N(C)C)ccc1Cl	17	2	0.2	3	0.3	-4	0	13	6
CCc1ccc(NC(=O)CNC(=O)[C@@H]2Cc3ccccc3CN2)cc1	-53	-2	0.1	10	-0.6	2	3	-15	-11
Cc1cc(C(=O)NC2CCCc3ccccc32)no1 (stereo not drawn)	-3	0	0.0	2	-0.1	-4	-5	22	0
CCN(CC)C(=O)CN1C(=O)C2(NC(=O)c3ccccc3N2)c2ccccc21 (stereo not drawn)	-11	-9	1.4	3	-0.8	-2	-5	-2	.
COCCNC(=O)CN1C(=O)COc2ccc(S(=O)(=O)N3CCCC3)cc21	.	-1	-0.4	2	-1.4	33*	3	22	.
Cc1cccc2cc(CN(CC3CCCO3)C(=O)c3ccco3)c3nnnn3c12 (stereo not drawn)	16	3	-0.8	1	-0.4	-1	5	15	.
Brc1cc(/C=N/n2cnnc2)oc1Br	9	-5	0.7	5	1.2	25	-1	-2	-6
Cc1csc(NC(=O)CCC(=O)N(CC(=O)NC2CCCC2)Cc2ccccc2)n1	-38	-2	0.9	0	0.7	6	-6	-1	-2
Cc1c(O)c(=O)c2ccccc2n1C	10	-5	0.0	-2	-0.2	-4	2	8	.
O=[N+]([O-])c1ccc(-c2nnc(-c3ccccc3)c(N3CCOCC3)n2)cc1	17	1	0.2	0	0.2	-2	10	-25	-3
O=C(CCc1nnc2ccc(NCc3ccccc3)nn12)NCC1CCN(C2CCCC2)C1 (stereo not drawn)	-6	-6	0.2	0	0.0	-1	3	-84*	8
O=C(Nc1cccc(F)c1)NC1(C(=O)N2CCN3CCCC3C2)CCCCC1 (stereo not drawn)	16	-4	0.8	0	0.0	-2	-22	-7	-19
Cc1ccc(C(N)=O)cc1S(=O)(=O)Nc1cccc(C)c1C	1	9	0.0	-1	-0.5	1	-7	9	-4
C/C(=N/Nc1ccnc2cc(Cl)ccc12)c1ccc(N)cc1	-4	-8	-0.8	11	-0.2	-3	3	-42*	.
O=C(c1nc2n(n1)C(c1ccc(Cl)cc1)C=C(c1ccccc1)N2)N1CCOCC1 (stereo not drawn)	0	3	33*	27	24	6	19	7	4
CCOC(=O)c1c(C)n(-c2ccc(F)cc2)c2ccc(O)cc12	-11	-4	-0.2	2	0.3	7	11	4	-4
CN(C(=O)c1ccncc1)C1CCCCC1	5	-4	-0.4	0	1.2	7	-11	2	7
COCCCN(C(=S)NC(=O)c1ccc(Br)cc1)c1c(N)n(Cc2ccccc2)c(=O)[nH]c1=O	-8	4	0.3	1	-0.5	-4	-16	4	-9
COc1cccc(-n2c(O)c(C=NCc3ccccn3)c3ccccc3c2=O)c1	-4	8	0.9	3	1.0	1	7	-5	-10
Cc1nc(CN(C)C(=O)c2cc(COc3c(F)cccc3F)on2)cs1	2	-2	-1.2	1	-2.4	2	1	8	1
COCCNC(=O)C(c1ccc(F)cc1)N(CCOC)C(=O)CCC(=O)Nc1ccccn1 (stereo not drawn)	-5	-1	-1.2	3	-0.8	4	-15	-9	-4
COc1ccc(OCC(=O)Nc2ccc3c(c2)CCC3)cc1	-1	0	-0.6	4	-0.4	-5	-10	-12	0
CCOC(=O)c1c(-n2cnnn2)sc2c1CCCC2	-2	4	-0.8	1	-1.8	3	3	-6	2
Cc1ccccc1C(=O)Nc1ccccc1C(=O)NCC(C)C	19	-2	-1.2	-2	-5.6	7	6	-10	.
Cc1ccc(NC(=O)c2ccccc2SCC(=O)N2CCCC2)cc1S(=O)(=O)N(C)C	4	-7	0.8	3	-0.1	-3	10	4	-18
Cc1ccsc1/C=N/n1c(-c2cc(-c3ccccc3)n[nH]2)n[nH]c1=S	12	8	0.4	1	-0.6	-12	-1	-1	-19
NC(=S)n1[nH]c(-c2ccc([N+](=O)[O-])cc2)c(N=Nc2ccc(Cl)cc2)c1=O	24	-4	0.3	7	1.4	0	-5	-16	-10
COCCN1Cc2cccc(C(=O)Nc3ccc4c(c3)OCCO4)c2C1=O	11	.	0.5	1	-0.1	-3	-17	5	-15
COc1ccccc1N1C(=O)CC(Sc2ccccc2N)C1=O (stereo not drawn)	-10	-4	-1.2	2	-0.5	11	11	43	-3
COc1ccc2c(c1)CCN=C2Cc1ccc(OC)c(OC)c1	7	-7	0.5	14	0.2	-1	1	-17	.
COc1ccc(C(=O)OCC(=O)NCCCc2ccccc2)cc1OC	8	-6	-1.8	6	-1.1	-8	-12	1	4
COc1ccc(S(=O)(=O)NCC2CCC(C(=O)NCCC(C)C)CC2)cc1 (stereo not drawn)	-5	9	-0.7	-1	0.2	-5	-13	-16	-11
CCCCOC(=O)C(C#N)c1nc2ccccc2nc1N1CCN(Cc2ccc3c(c2)OCO3)CC1 (stereo not drawn)	9	-5	1.0	4	-0.2	21	2	1	-1
COc1ccc(NS(=O)(=O)c2cccc(C(=O)Nc3cccc(C(=O)O)c3)c2)cc1	8	-1	0.0	1	1.0	2	-3	14	7

Record cards (already shown).
COCCNC(=O)C(c1ccc(F)cc1)N(CCOC)C(=O)CCC(=O)Nc1ccccn1 (stereo not drawn) across the screens: D2 antag: -5; D1 potentiator: -1; TRHR agonist: -1.2; D1 agonist: 3; D2 ag: -0.8; TRHR PAM: 4; D2 PAM: -15; D1 antagonist: -9; RXFP1 antagonist: -4
CCOC(=O)c1c(-n2cnnn2)sc2c1CCCC2 across the screens: D2 antag: -2; D1 potentiator: 4; TRHR agonist: -0.8; D1 agonist: 1; D2 ag: -1.8; TRHR PAM: 3; D2 PAM: 3; D1 antagonist: -6; RXFP1 antagonist: 2

Next entries follow:
SMILES	D2 antag	D1 potentiator	TRHR agonist	D1 agonist	D2 ag	TRHR PAM	D2 PAM	D1 antagonist	RXFP1 antagonist
O=C(Nc1sc(-c2ccccc2)cc1C(=O)O)c1ccccc1	-14	3	0.1	0	-0.7	-4	8	4	-1
CC1CCCC(C)N1CCCNC(=O)c1ccc2nc(N3CCOCC3)sc2c1 (stereo not drawn)	.	2	-0.2	2	.	-3	5	3	.
COc1ccccc1Cc1nc(-c2ccc(Br)o2)no1	-6	-3	-0.5	3	-1.8	18	-22	30	?
CCOC(=O)C1CCN(S(=O)(=O)c2cccc(-c3cn4cc(C)ccc4n3)c2)CC1	2	-2	0.0	-1	-1.2	10	-8	-6	7

An excerpt from above in order of molar mass, largest number first.
SMILES	D2 antag	D1 potentiator	TRHR agonist	D1 agonist	D2 ag	TRHR PAM	D2 PAM	D1 antagonist	RXFP1 antagonist
COc1ccccc1NS(=O)(=O)c1cccc(C(=O)N/N=C/c2ccccc2OCC(=O)O)c1	-1	4	0.2	4	-0.1	3	-2	11	8
COc1ccc(C(=O)Nc2oc(-c3ccccc3)c(-c3ccccc3)c2C#N)cc1	6	-3	-0.5	1	0.1	0	5	3	4
CNC(=O)c1cc(S(=O)(=O)N(C)C)ccc1Cl	17	2	0.2	3	0.3	-4	0	13	6
CN(C(=O)c1ccncc1)C1CCCCC1	5	-4	-0.4	0	1.2	7	-11	2	7

Source: PubChem BioAssay
